Assay outcomes from PubChem BioAssay.
Tau fil binding: tau filament binding. recombinant tau filaments, thioflavin S fluorescence, 15 h; filaments grown with octadecylsulfate alongside compound. Potency, µM (top dose mostly 57.1 µM), for the others: at the highest dose activity change, negative = inhibition. hit rate 2% among 71,000. P10636. AID 596;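 further: potency means the concentration at half of the fitted maximal effect; on the % scale 0 is the no-effect control and ±100 the full control effect; actives lower thioflavin S fluorescence by blocking filaments or displacing dye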
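ThS-based fibril read: tau 1 uM final, inducer ODS 30 uM final, 37 C for 15 h, ex 450/em 510 nm.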
Luciferase inh: firefly luciferase inhibition; hit rate 2.2% among 72,000; purified firefly luciferase, luminescence, 8 min; Potency, µM (series often up to 57.1 µM), for the others: top-dose activity change, negative = inhibition, actives largely listed as inhibitors; AID 411; P08659; further: potency means the concentration at half of the fitted maximal effect; on the % scale 0 is the no-effect control and ±100 the full control effect; nearly all actives have a fitted effect of over 40% in size
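qHTS concentration-response profiling: light output of P. pyralis luciferase with luciferin and 10 uM ATP, imidazole buffer pH 7.2. Read by luminescence after 8-min room-temperature incubation.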
Rhodamine autofl: compound autofluorescence in rhodamine spectral region; Rhodamine-region fluorescence, 547/598 nm, Tris buffer; active compounds read high; max dye-equivalent concentration, M; hit rate 0.05% among 59,000; AID 594; in the data active means max dye-equivalent concentration above about 11 nM; inconclusive means between about 1.1 nM and that limit
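qHTS spectral profiling of compounds without any target or enzyme present, in pH 8.0 Tris buffer; plates were read after a 15-minute room-temperature incubation using the rhodamine-region filter set.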
USP2a inhib: blocks human ubiquitin-specific protease USP2a. O75604. USP2a enzymatic assay, qHTS inhibition. Potency, µM (titrated, usually from 38.3 µM), for inactives: top-dose activity change, negative = inhibition, actives largely listed as inhibitors. hit rate 0.1% among 60,000. AID 927;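 further: potency means the concentration at half of the fitted maximal effect; nearly all actives have a fitted effect of over 60% in size; plate controls were DMSO for no effect and NEM full inhibition control for full effect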
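Coupled readout: USP2-cleaved Ub-PLA2 (20nM final) turns over NBD C6-HPC (20uM final), Ex 460nm/Em 535nm after 2.5 h, time-zero read flagging artifacts. Enzyme (20nM final, pH 8.0 Tris) given 30 min RT with compound first; NEM defines full inhibition.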
HEK293 cAMP ctrl: parental HEK293 cAMP activation (counter-screen). parental HEK293 CNG cAMP sensor, membrane potential fluorescence. Potency, µM (highest dose often 57.1 µM), without a hit: top-dose activation, most hits filed as activators. hit rate 2.5% among 73,000. AID 938; further: potency means the concentration at half of the fitted maximal effect; % of control where 0% means no effect; nearly all actives have a fitted effect of over 55% in size
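Counterscreen for endogenous-receptor signalling: CNG-channel HEK 293 cells report cAMP rise by membrane depolarization. After 60 min dye equilibration with 100 uM RO 20-1724, compounds incubated 30 min before bottom-read fluorescence at 590 nm.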
Fluorescein fluor: compound autofluorescence in fluorescein spectral region | Compound autofluorescence, 480/540 nm, fluorescein-equivalent; active compounds read high | AID 593 | max fluorescein-equivalent concentration, M | hit rate 0.91% among 59,000; in the data active means max fluorescein-equivalent concentration above about 10 nM; inconclusive means between about 1.1 nM and that limit
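Values reflect compound autofluorescence, normalized to fluorescein on the same plate and reported at each tested concentration. Conditions: 100 mM Tris pH 8.0, room temperature, 15 min, excitation 480 nm, emission 540 nm.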
HADH2 inhib: inhibitors of human HADH2 dehydrogenase; hit rate 3.4% among 73,000; Q99714; Potency, µM (series often up to 57.1 µM), without a hit: at the top dose activity change, negative = inhibition, hits mostly inhibitors; recombinant HADH2, NADH fluorescence, beta-hydroxybutyryl-CoA; AID 886; further: potency means the concentration at half of the fitted maximal effect; on the % scale 0 is the no-effect control and ±100 the full control effect; nearly all actives have a fitted effect of over 60% in size; many of its hits are not listed in these tables
Target sequence (Q99714 whole entry, looked up, one chain of several): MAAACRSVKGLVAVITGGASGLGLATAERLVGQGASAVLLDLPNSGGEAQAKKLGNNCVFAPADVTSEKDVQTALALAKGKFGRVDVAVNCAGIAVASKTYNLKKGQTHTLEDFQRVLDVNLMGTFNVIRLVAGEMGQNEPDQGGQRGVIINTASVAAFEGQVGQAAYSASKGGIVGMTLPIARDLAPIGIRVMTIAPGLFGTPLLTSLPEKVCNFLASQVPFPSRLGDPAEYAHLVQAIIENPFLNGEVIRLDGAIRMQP
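His-tagged recombinant enzyme from E. coli, 20 nM, preincubated 15 min RT with compound; reaction started with 1 mM NAD+ and 90 uM beta-hydroxybutyryl-CoA in 100 mM Tris-HCl pH 9.0. NADH fluorescence (ex 360/em 450) read over 4 min; last-minus-first difference.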
Casp7 inh: blocks human caspase-7 allosterically or competitively; P55210; recombinant caspase-7, Ac-DEVD-AFC fluorescence rate; Potency, µM (titrated, usually from 57.5 µM), without a hit: at the highest dose activity change, negative = inhibition, usual class: inhibitors; hit rate 0.02% among 75,000; active means well fitted inhibition curve with a large enough effect in the main read-out, with a control signal flat, not every such curve was filed as active; inconclusive means small, poorly fitted or top-dose-only effect, or a change in a side signal; further: potency means the concentration at half of the fitted maximal effect; % of control where 0% means no effect
Target sequence (P55210 24-198 limits assumed): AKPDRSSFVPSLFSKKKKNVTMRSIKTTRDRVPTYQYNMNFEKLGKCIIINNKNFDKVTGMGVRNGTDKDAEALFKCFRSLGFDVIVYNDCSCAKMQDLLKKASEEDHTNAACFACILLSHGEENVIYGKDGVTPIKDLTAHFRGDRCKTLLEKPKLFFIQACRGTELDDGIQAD
Target sequence (P55210 207-303 limits assumed): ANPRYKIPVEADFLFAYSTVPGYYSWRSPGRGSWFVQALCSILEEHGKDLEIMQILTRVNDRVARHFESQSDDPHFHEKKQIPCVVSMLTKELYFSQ
ERK AVP inh: blocks ERK signaling stimulated by vasopressin; HEK293-V1b, vasopressin-stimulated pERK AlphaScreen; Potency, µM (series often up to 57.5 µM), for the others: at the top dose activity, negative = inhibition, actives largely listed as inhibitors; hit rate 0.99% among 72,000; further: potency means the concentration at half of the fitted maximal effect; on the % scale 0 is the no-effect control and ±100 the full control effect; nearly all actives have a fitted effect of over 55% in size
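qHTS, compounds titrated on V1b-expressing HEK293 cells. Preincubation 30 min at 37C, vasopressin 25 nM for 5 min, lysis 10 min, bead incubation 5 hr at room temperature.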
Casp1 inh: caspase-1 (human) inhibition, allosteric or competitive | P29466 | Caspase-1 enzyme, Ac-WEHD-AFC fluorogenic rate | Potency, µM (titrated, usually from 57.5 µM), inactives show at the highest dose activity change, negative = inhibition, usual class: inhibitors | hit rate 0.03% among 75,000 | AID 900;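 further: potency means the concentration at half of the fitted maximal effect; plate controls were vehicle for no effect and no substrate for full effect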
Target sequence (P29466 120-297 limits assumed): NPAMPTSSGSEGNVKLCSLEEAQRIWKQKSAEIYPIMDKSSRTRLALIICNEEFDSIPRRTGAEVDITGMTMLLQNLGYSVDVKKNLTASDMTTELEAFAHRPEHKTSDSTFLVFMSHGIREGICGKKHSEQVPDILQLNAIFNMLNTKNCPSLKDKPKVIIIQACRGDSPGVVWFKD
Target sequence (P29466 317-404 limits assumed): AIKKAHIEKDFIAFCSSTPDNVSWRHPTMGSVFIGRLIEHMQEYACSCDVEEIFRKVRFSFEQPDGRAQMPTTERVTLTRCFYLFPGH
TexasRed autofl: compound fluoresces in the Texas Red spectral region | AID 587 | hit rate 0.06% among 59,000 | max dye-equivalent concentration, M | Compound fluorescence, Texas Red channel, 547/618 nm; active compounds read high; in the data active means max dye-equivalent concentration above about 10 nM; inconclusive means between about 1.1 nM and that limit
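Texas Red-region profiling: compounds in 100 mM Tris pH 8.0 were read at 547/618 nm after 15 min at room temperature. Intensities were normalized against a six-point Texas Red standard series to give dye-equivalent concentration.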
Numbers without * were called inactive; i = inactive; ? = inconclusive; / = no result given; [ ] = dose if it differs, or a comment. Unless noted, the call rests on the fitted dose curve; in most records, active means well fitted curve in the direction sought with a large enough effect; inconclusive means small, poorly fitted or top-dose-only effect, or another doubt; inactive means no such curve, though single readings can be large; an effect the other way counts as inactive or inconclusive. These rows are one share of the data, so the mix of outcomes need not match the whole.

SMILES	Tau fil binding	Luciferase inh	Rhodamine autofl	USP2a inhib	HEK293 cAMP ctrl	Fluorescein fluor	HADH2 inhib	Casp7 inh	ERK AVP inh	Casp1 inh	TexasRed autofl
O=c1[nH]c2c(s1)C=Nc1ccccc1N2	i	-1%	/	3%	-11%	/	?	-6%	-8%	-7%	/
COc1cccc(CNC(=O)c2ccc(NC(=O)C3CCCO3)cc2)c1 (configuration not stated)	-1%	5%	i	-8%	1%	?	12%	0%	2%	0%	i
CCc1nnc(NC(=O)c2ccc(S(=O)(=O)N(CC)CC)cc2)s1	-7%	-3%	/	/	12%	/	-12%	0%	/	?	/
COC(=O)[C@@]1(Cc2ccc(F)cc2)[C@H]2c3cc(C(=O)N4CCCC4)n(Cc4ccc(S(C)(=O)=O)cc4)c3C[C@H]2CN1C(=O)c1ccccc1	16%	/	/	/	16µM*	/	1%	-7%	-2%	-4%	/
CCOC(=O)Cn1c(=O)oc2cc(S(=O)(=O)NCCc3ccc(C)cc3)ccc21	5%	-1%	/	/	7%	/	0%	1%	/	-2%	/
COc1ccc(-c2nn(C)c3sc(C(=O)N4CCOCC4)cc23)cc1OC	1%	-4%	i	11%	4%	i	4%	-1%	?	-3%	i
COc1ccc(Cl)cc1S(=O)(=O)N1CCN=C1C	9%	-2%	/	/	6%	/	3%	-1%	?	5%	/
CC(=O)c1cccc(NC(=O)CCNS(=O)(=O)c2cccc3nsnc23)c1	8%	0%	i	-2%	-5%	i	-5%	1%	18%	4%	?
CCOC(=O)N1CCC(n2c(SCC(=O)NCc3ccccc3)nc3ccccc3c2=O)CC1	9%	2%	i	19%	31%	?	3%	-3%	-1%	0%	i
Cc1oc(-c2ccccc2F)nc1CS(=O)(=O)CC(=O)NCCN(C)C1CCCCC1	16%	0%	/	/	28%	/	7%	-3%	-7%	-3%	/
C=CCn1c(SCC(N)=O)nc(C)cc1=O	0%	3%	i	-6%	1%	i	7%	2%	-6%	1%	?
CCCOc1cccc(NC(=O)c2c(-c3ccccc3)noc2C)c1	-10%	3%	i	4%	?	?	-1%	1%	7%	-4%	i
CC[C@H](C)[C@H](NS(=O)(=O)c1ccc(C)cc1)C(=O)N1CCC(C(=O)N[C@H](C(=O)O)C(C)C)CC1	-7%	3%	i	0%	1%	i	14%	1%	7%	0%	i
COc1cc2c(cc1OC)-c1cc(Nc3ccc4c(c3)OCCO4)nc(=O)n1CC2	?	?	i	43%[activator]	-11%	i	?	-6%	10µM*	-6%	i
Cc1cc(C(F)F)n2nc(C(=O)Nc3cc(C)on3)nc2n1	-2%	-1%	i	0%	4%	?	9%	-1%	9%	1%	?

Limited to Luciferase inh, HADH2 inhib and Rhodamine autofl (2 entries from above):
SMILES	Luciferase inh	HADH2 inhib	Rhodamine autofl
CCOC(=O)N1CCC(n2c(SCC(=O)NCc3ccccc3)nc3ccccc3c2=O)CC1	2%	3%	i
Cc1oc(-c2ccccc2F)nc1CS(=O)(=O)CC(=O)NCCN(C)C1CCCCC1	0%	7%	/

New compounds follow
SMILES	Tau fil binding	Luciferase inh	Rhodamine autofl	USP2a inhib	HEK293 cAMP ctrl	Fluorescein fluor	HADH2 inhib	Casp7 inh	ERK AVP inh	Casp1 inh	TexasRed autofl
CCc1ccc(-c2nc(CN3CCCC(C(=O)O)C3)c(C)o2)cc1 (configuration not stated)	7%	-18%	/	/	6%	/	-2%	-1%	/	0%	/
N#CCCN(Cc1cccnc1)S(=O)(=O)c1ccc(S(=O)(=O)NC2CCCCC2)cc1	-3%	2%	i	12%	6%	?	20%	1%	-4%	-1%	i
CC(C)C12CC[C@@]3(CC[C@H]4[C@@](C)(CCC[C@]4(C)C(=O)O)[C@@H]3C1)[C@@H](CN)C2	16%[11.4 µM]	3%[11.4 µM]	i	/	4%[11.4 µM]	i	22%[11.4 µM]	-2%[11.5 µM]	5%[11.5 µM]	2%[11.5 µM]	i
O=C(NCc1cccnc1)c1ccc(CS(=O)(=O)c2ccc(Cl)cc2)o1	-4%	1%	i	1%	1%	i	-1%	-1%	-1%	0%	?
CCOC(=O)C1CCCN(c2cc(=O)n(Cc3ccc(F)cc3)c(=O)[nH]2)C1 (configuration not stated)	9%	1%	i	0%	8%	i	-2%	-2%	-8%	-2%	i
Cc1ccc(-c2noc(CCC(=O)NCCCN3CCN(c4cccc(Cl)c4)CC3)n2)cc1	117%	-16%	i	55%[activator]	?	i	-3%	0%	19%	-5%	i
CCN(CC)CCCN1C(=O)C(O)=C(C(C)=O)C1c1cccc(OC)c1 (configuration not stated)	4%	3%	i	-6%	6%	i	-1%	3%	13%	2%	i
COc1ccc(N2CCN(CCNC(=O)CCNS(=O)(=O)c3cccs3)CC2)cc1	-8%	2%	i	13%	-2%	i	2%	-1%	-2%	0%	i
CC(=O)N1CCN(C(=O)c2cccc(S(=O)(=O)Nc3ccc(C)cc3)c2)CC1	-8%	0%	i	9%	-3%	i	-2%	-1%	-14%	2%	?
CCOCCCNC(=O)C(c1ccc(C)cc1)N1CCOCC1 (configuration not stated)	13%	-2%	/	/	6%	/	1%	0%	4%	1%	/
CCOP(=O)(CC(C(C)=O)C(O)c1ccccc1)OCC (configuration not stated)	/	/	/	/	0%[11.4 µM]	/	2%[11.4 µM]	0%[11.5 µM]	0%[11.5 µM]	-2%[11.5 µM]	/
COc1ccc(C)cc1S(=O)(=O)N1CCN(S(=O)(=O)c2cc(C)ccc2OC)CC1	11%	0%	/	39%[activator]	23%	/	-2%	-1%	-16%	-4%	/
CCC1CCCCN1C(=O)CSc1nnc(-c2ccc3c(c2)OCCO3)o1 (configuration not stated)	13%	-22%	i	-16%	27%	i	9%	1%	?	-1%	i
CO[C@@H]1/C=C\CC(=O)N[C@@H](C)C(=O)OC[C@H](NS(=O)(=O)c2ccc(C)cc2)[C@H](C)/C=C\CC(=O)OC[C@H]1C	/	1%[11.4 µM]	/	/	-8%[11.4 µM]	/	3%[11.4 µM]	2%[11.5 µM]	-6%[11.5 µM]	-6%[11.5 µM]	/
CCOC(=O)c1c(N)sc(C(=O)N2CCCC2)c1C	-1%	-2%	i	-4%	14%	?	-9%	0%	-26%	2%	i
O=C(CCn1c(=O)[nH]c2ccsc2c1=O)N1CCN(c2cccc(Cl)c2)CC1	18%	2%	i	28%	2%	?	-1%	2%	-17%	-1%	i
O=C(Nc1ncc(Br)s1)C1CCCN1S(=O)(=O)c1cccc2cccnc12 (configuration not stated)	-13%	2%	/	/	13%	/	9%	-4%	8%	0%	/
Oc1ccccc1CNCc1ccccc1O	7%[11.4 µM]	-1%[11.4 µM]	i	/	?	i	6%[11.4 µM]	0%[11.5 µM]	19%[11.5 µM]	1%[11.5 µM]	i
O=C(COC(=O)c1ccccn1)NCCCc1ccccc1	6%	-1%	i	10%	0%	i	-21%	-1%	-6%	2%	?
COc1cccc(-c2csc(N3CCN(C(=O)C4CCCCC4)CC3)n2)c1	-24%	-4%	i	/	?	i	?	-10%	?	-12%	?
CC1CC(C)CN(S(=O)(=O)c2ccc(C(=O)Nc3nnc(-c4cccs4)o3)cc2)C1 (configuration not stated)	-6%	0%	i	23%	2%	i	-14%	-4%	11%	0%	i
Cc1onc(-c2ccncc2)c1C(=O)O	10%	0%	i	1%	-1%	?	-11%	2%	13%	3%	i
c1ccc(OCCCCn2cnc3ccccc32)cc1	-9%	-2%	i	6%	?	i	3%	-1%	-27%	-8%	i
CN1CCN(C(=O)C2CCN(S(=O)(=O)c3ccc4c(c3)oc(=O)n4C)CC2)CC1	-14%	6%	/	/	-1%	/	-4%	3%	-7%	0%	/
CC1CCCCC1NC(=O)C1CCN(S(=O)(=O)N2CCCCCC2)CC1 (configuration not stated)	-3%	4%	i	5%	9%	i	8%	0%	4%	-2%	i
c1ccc(CCCNc2ncnc3nc[nH]c23)cc1	-10%	2%	/	/	?	/	12%	6%	/	-1%	/
Cc1cccc(OCc2nnc(SCC(=O)NCCc3ccccc3)o2)c1	10%[11.4 µM]	2%	/	6%[7.66 µM]	15%[11.4 µM]	/	-3%[11.4 µM]	-1%	-7%	-3%	/
CCOc1ccccc1Nc1nc(N)nc(CSc2nncn2C)n1	-5%	-1%	i	-1%	?	i	-51%	0%	-8%	0%	i
Cc1ccc(CN2CCN(C(=O)C3CCC3)CC2)cc1	-6%	2%	i	5%	4%	i	13%	0%	1%	0%	i
COc1ccc(C2=NOC(C(=O)Nc3cc(C)nn3-c3ccccc3)C2)cc1OC (configuration not stated)	12%	2%	/	/	8%	/	-14%	1%	?	-4%	/
N#Cc1ccc(CSc2nnc(Cc3cccs3)n2Cc2ccco2)cc1	-15%	-1%	i	15%	?	i	-19%	-6%	-13%	-2%	i
COCCNc1nc(C)nc2c1nc(-c1ccccc1)n2CC1CCN(C)CC1	-3%	/	/	/	15%	/	?	-3%	4%	2%	/
CCCc1cc(=O)oc2cc(OCC(=O)OC)cc(OCC(=O)OC)c12	39%	1%	/	9%	7%	/	20%	1%	0%	-3%	/
COc1ccccc1-c1nnc2sc(-c3ccc(N(C)C)cc3)nn12	83%	-2%	i	35%[activator]	26%	?	71%[activator]	-20%	1%	-13%	?
